Screening results deposited in PubChem BioAssay by National Center for Advancing Translational Sciences (NCATS).
AmpC inh det: inhibitors of E. coli AmpC beta-lactamase with detergent. P00811. purified AmpC, nitrocefin hydrolysis with detergent. Potency, µM (doses to about 28.7 µM), without a hit: at the highest dose activity change, negative = inhibition. hit rate 0.09% among 71,000; active = well fitted curve in the direction sought with a large enough effect
Target sequence (P00811 whole entry, looked up): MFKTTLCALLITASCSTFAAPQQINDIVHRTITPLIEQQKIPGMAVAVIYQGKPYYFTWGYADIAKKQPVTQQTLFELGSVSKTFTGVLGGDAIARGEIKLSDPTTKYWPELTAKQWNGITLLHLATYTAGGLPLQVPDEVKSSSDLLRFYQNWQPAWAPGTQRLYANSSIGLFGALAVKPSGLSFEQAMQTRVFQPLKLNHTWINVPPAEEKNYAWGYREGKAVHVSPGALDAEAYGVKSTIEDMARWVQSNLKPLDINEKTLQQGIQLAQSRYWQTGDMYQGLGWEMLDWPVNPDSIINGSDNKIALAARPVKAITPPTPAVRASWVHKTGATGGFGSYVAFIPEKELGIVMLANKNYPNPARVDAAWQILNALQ
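E. coli AmpC (5.3 nM) in 20 mM phosphate pH 7.0 with 0.01% Triton X-100, preincubated 15 min RT with compound; nitrocefin (2 uL of 800 uM stock) hydrolysis followed by 480 nm absorbance every 20 s over 4 min.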
* marks the source's active call; other numbers are inactive results; & = joins results of further samples; [ ] = remark or other dose. % is set by controls: 0 for no effect and ±100 for the full control effect; potency is the fitted concentration of half-maximal effect. An excerpt, so the mix of outcomes need not match the whole.

SMILES | AmpC inh det
O=C(Nc1ccc(N2CCCC2)c(Cl)c1)c1ccc(Br)o1 | -2.4%
Cc1cc(C)nc(Nc2n[nH]c(COc3ccccc3)n2)n1 | -1.2%
O=C(Nc1cnc2ccccc2c1)c1cccnc1 | 10.4%
C=C(C)CSc1nc2ncccc2[nH]1 | -1.7%
Cn1c(CN2CCCC2)nc2cc(NS(=O)(=O)c3ccccc3)ccc21 | -2.6%
CC(=O)SC(C)CC(=O)Nc1ccccc1 (stereo not given) | 0.1%
O=C(CN1CCN(C(c2ccccc2)c2ccccc2)CC1)NC(=O)NCc1ccco1 | 2.8%
COc1ccc(-c2nnc(SCC(=O)N3CCN(c4ccccc4)CC3)o2)cc1OC | 5.6%
CCOC(=O)C1CCN(C(=O)C2CCN(S(=O)(=O)CC)CC2)CC1 | 1.0%
COc1ccc(CN2CCNC(=O)C2CC(=O)O)c(OC)c1 (stereo not given) | 13.4%
CC(C)COC(=O)n1c(=O)oc2cc(S(=O)(=O)N3CCCCC3)ccc21 | -1.1%
O=C(CN1CCN(c2ccccn2)CC1)NCCc1ccccc1 | 1.2%

Sorted by number of heavy atoms (ascending): part of the list above
SMILES | AmpC inh det
O=C(Nc1ccc(N2CCCC2)c(Cl)c1)c1ccc(Br)o1 | -2.4%
O=C(CN1CCN(c2ccccn2)CC1)NCCc1ccccc1 | 1.2%
Cn1c(CN2CCCC2)nc2cc(NS(=O)(=O)c3ccccc3)ccc21 | -2.6%
O=C(CN1CCN(C(c2ccccc2)c2ccccc2)CC1)NC(=O)NCc1ccco1 | 2.8%

Next compounds follow:
SMILES | AmpC inh det
CCc1nnc(NC(=O)CSc2nnc(CSc3nc(C)cc(C)n3)o2)s1 | 1.4%
C/C=C/CC#N | 10.7%
O=C(Cc1cccs1)Nc1ccccc1NC(=O)Cc1cccs1 | 6.3%
Cc1cc2oc3c(c(=O)c2cc1C)C(c1ccc(F)cc1)N(CCCN1CCOCC1)C3=O (stereo not given) | 7.2%
CCCOC(=O)C1=C(C)NC2=C(C(=O)CC(C)(C)C2)C1c1ccc(N(C)C)cc1 (stereo not given) | 7.5%
Cc1cccc(N2CCN(C(=O)C3CCN(S(=O)(=O)c4cccc5nsnc45)CC3)CC2C)c1 (stereo not given) | -2.8%
O=C(O)CC1CCS(=O)(=O)C1 (stereo not given) | -1.4%
COc1cccc(Nc2ncc3nc(-c4ccccc4)c(=O)n(C[C@H]4CCCO4)c3n2)c1 | 1.9%
CCOC(=O)N(C)OC(=O)Nc1ccc(Cl)c(Cl)c1 | 1.1%
CN(C)c1ncc2nc(-c3ccc(Cl)cc3)c(=O)n(-c3ccccc3)c2n1 | 3.3%
Nc1nc2n(n1)C(c1cccc(Br)c1)CC(c1ccc(F)cc1)N2 (stereo not given) | 11.9%
Cc1ccc(-c2nc3ccccc3c(=O)n2CCN2CCOCC2)cc1 | -0.7%
Cc1nc(NCc2ccccc2)c2nc(-c3ccccc3)n(CCCN(C)C)c2n1 | 17.4%
CN1CCCCc2c1nc1ccccc1c2N (tested in a mixture with another compound) | -3.4%
Cc1nc2ccc(Cl)cn2c1P(=S)(N1CCOCC1)N1CCOCC1 | -4.3%
COCC(=O)N1CCC2(CC1)CCN(C(=O)NC(C)C)CC2 | -0.5%
CCCNC(=O)c1nc2ncc(Br)cn2n1 | -1.5%
O=C(O)c1ccccc1OCCOc1ccccc1C(=O)O | -1.1%
Cn1c(=O)c2c(nc(N3CCNCC3)n2Cc2cccc3ccccc23)n(C)c1=O | -1.0%
O=C(c1ccc(N2C(=O)CCC2=O)cc1)N1CCN(c2ccccc2)CC1 | -4.1%
COc1ccc(NC(=O)CCN2CCN(S(=O)(=O)c3cc(Cl)ccc3OC)CC2)cc1 | -3.0%
O=C(O)CCN1Cc2ccccc2C1=O | 4.6%
CCCCNC(=O)CC1N=C2c3ccccc3N=C(SCC(=O)Nc3ccccc3OC)N2C1=O (stereo not given) | 0.6%
COCCCNC(=O)CN(c1ccc(OC)cc1)S(=O)(=O)c1ccc(NC(C)=O)cc1 | -2.1%
C/C(Cl)=C/Cn1c(SCC(C)C)nc2c1c(=O)[nH]c(=O)n2C | 4.6%
Cn1cc(C2=C(c3ccc(Cl)cc3Cl)C(=O)NC2=O)c2ccccc21 | -0.2%&-3.0%
Cc1ccc(C(c2nnnn2CC2CCCO2)N2CCN(C(=O)c3ccco3)CC2)cc1 (stereo not given) | 1.8%
Cc1nc2cnc(N3CCNCC3)nc2n(Cc2ccc(F)cc2)c1=O | -6.1%
NC(=S)NCCC[C@@H](N)C(=O)O | -2.7%
Brc1[nH]nc2ccccc12 | -1.2%
Cn1cccc1CNC(=O)Nc1ccc(Cl)cc1 | -0.9%
CCc1c(C(=O)NCc2ccccc2Cl)[nH]c(C)c1C(C)=O | -3.0%
COCCCNC(=O)c1ccccc1NS(C)(=O)=O | -3.7%
COc1ccc(C(=O)CSc2nnc(COc3ccc(C#N)cc3)n2-c2ccccc2)cc1 | -1.4%
O=C(NCc1ccc(N2CCCC2=O)cc1)c1cnccn1 | 12.8%
Cc1cccc(N2CCN(C(=O)c3cc4c(=O)n(C)c5ccccc5c4n3C)CC2)c1C | 10.6%
CCn1c(-c2cccc(Cl)c2)n[nH]c1=S | 6.0%
CC(=O)Oc1ccc2c(c1)c(C(C)=O)c(C)n2C | -3.8%
COc1ccc(-c2c3c(=O)n(C)c(=O)n(C)c3cn2Cc2ccccn2)cc1 | -3.0%
CC(=O)c1c(C(C)=O)c(C)n(-c2ccc(C(=O)O)cc2)c1C | 1.1%
CCC(=O)Nc1ccc2oc(-c3ccccc3Br)nc2c1 | -2.9%
CC1CCCCN1Cc1nc2c(c(=O)n(C)c(=O)n2C)n1Cc1c(F)cccc1Cl (stereo not given) | 6.5%
O[C@@H]1[C@@H](OCc2ccccc2)OC[C@H](O)[C@@H]1O | -2.7%[5.75 µM]
COC(=O)[C@@]1(Cc2ccc(OC)cc2)[C@@H]2C(=CC(=O)[C@H]2CC(=O)C(=O)N(C)C)CN1C(=O)c1ccccc1 | -1.2%
COCCNC(=O)C1CCCN(c2nn3c(=O)cc(C)nc3s2)C1 (stereo not given) | -2.2%
CCn1c(SCCC(=O)O)nnc1-c1cccnc1 | 10.2%
Cc1ccc(-c2c(C)c(-c3ccc(F)cc3)nc(N)c2C#N)o1 | -3.7%
CCOC(=O)N1CCN(S(=O)(=O)c2c(C)nn(C)c2C)CC1 | 8.2%
Cc1cc(N2CCN(C3CCCCC3)CC2)nc2cccc(O)c12 | 11.5%
Cn1c(Cn2c(=O)sc3ccccc32)nnc1SCc1ccccn1 | 0.7%
Cc1ccc(C)c(N2CCN(C(=O)CCCn3c(=S)[nH]c4cc5c(cc4c3=O)OCO5)CC2)c1 | -2.5%
Cc1ccc(S(=O)(=O)NCCCN2CCOCC2)c(C)c1 | -3.1%
CN(C)c1ccc(-c2nc(N3CCNCC3)c3ccccc3n2)cc1 | 9.5%
COc1cccc(NS(=O)(=O)c2ccc3[nH]cc(C(=O)NCCC(C)C)c(=O)c3c2)c1 | 0.4%
COc1ccc(C(=O)N2CCC3(CCCN(C)C3)CC2)cc1 | 1.0%
CC(C)c1ccc(OCc2nc(-c3ccccn3)no2)c(Br)c1 | -5.9%
NC(=O)Nn1c(CCC(=O)O)ccc1-c1ccc(Br)cc1 | -3.4%
Cc1ccc(C)c(Cn2c(=O)c3c(nc4n3CCN4Cc3ccco3)n(C)c2=O)c1 | -0.4%
O=C(NC1CCCCCC1)C1CCN(S(=O)(=O)c2cccc3cccnc23)CC1 | 30.5%
Cc1ccc(-c2csc(NC(=O)c3cccc(N4C(=O)CCC4=O)c3)n2)o1 | 13.0%

(cont.)
SMILES | AmpC inh det
COc1ccccc1CN(CC(=O)NCc1ccco1)C(=O)CNS(=O)(=O)c1ccc(C)cc1 | 18.7%
COCCNC(=O)C1(CC(C)C)C=CCN1C(=O)c1ccccc1 (stereo not given) | 12.2%
O=P(CCC(F)(F)F)(CCC(F)(F)F)CCC(F)(F)F | 5.1%
Cn1nnnc1SCC(=O)Nc1c(Cl)cccc1Cl | -1.6%
O=C(Nc1ccc(-c2noc(-c3cccs3)n2)cc1)c1cccnc1 | -0.7%
CCC(CC)C(=O)N(c1ccc(F)cc1)C1C=CS(=O)(=O)C1 (stereo not given) | -1.8%
O=C(c1ccc(Br)s1)N1CCN(Cc2ccc3c(c2)OCO3)CC1 | 0.3%
COc1ccc(Cl)cc1S(=O)(=O)n1ccnc1C(C)C | 8.6%
Cn1c(=O)c2cc(S(=O)(=O)Nc3ccc4c(c3)OCO4)ccc2n(C)c1=O | -3.7%
CCc1cccc2c(C#N)cn(CC(=O)NCc3ccco3)c12 | -1.7%
CCOc1ccccc1NC(=O)CCCc1nc2ccccc2c(=O)[nH]1 | 15.2%
O=C(NCC(=O)N(c1ccc2c(c1)OCCO2)C(C(=O)NC1CCCC1)c1ccco1)c1ccco1 (stereo not given) | -2.1%

2 entries picked at random from the list so far:
SMILES | AmpC inh det
O=P(CCC(F)(F)F)(CCC(F)(F)F)CCC(F)(F)F | 5.1%
CCC(CC)C(=O)N(c1ccc(F)cc1)C1C=CS(=O)(=O)C1 (stereo not given) | -1.8%

(list continues)
SMILES | AmpC inh det
COc1ccc2c(c1)OC(O)(C(F)(F)C(F)F)CC2=O (stereo not given) | 7.8%
CCOC(=O)CNC(=O)c1cn(C)c(=O)c2cc(OC)c(OC)cc12 | 9.4%
Cn1c(=O)c2ncn(CC(=O)NCCOc3ccccc3)c2n(C)c1=O | -4.6%
COC(=O)c1ccc(NC(=O)CSc2nnc(-c3ccncc3)n2N)cc1 | -3.8%
CCCc1cc(=O)[nH]c(SCC(=O)N(C)Cc2ccccc2)n1 | 1.5%
CC1CCCCN1C(=O)c1cc(F)c(F)cc1Cl (stereo not given) | -4.7%
CCn1c(COc2ccccc2C)nnc1SCC(=O)Nc1ccc2c(c1)OCCO2 | 7.9%
O=C(CC(SCCO)c1ccc2c(c1)OCO2)c1ccco1 (stereo not given) | -1.3%
Cc1ccc(C)c(CSc2nnc(CCN)o2)c1 | -2.0%
CCC(=O)Nc1nnc(Cc2ccccc2)s1 | -1.7%
O=C(NCCCN1CCOCC1)c1cc(-c2ccc3c(c2)OCO3)nc2ccccc12 | 18.9%
CCOC(=O)C1CCN(C(=O)CN(c2ccc(OC)cc2)S(=O)(=O)c2c(C)nn(C)c2C)CC1 | 4.4%
O=C(C1CCC1)N1CCC(c2nc3c(nnn3Cc3c(F)cccc3Cl)c(=O)[nH]2)CC1 | 6.5%
CC(C)(C)NC(=O)Cn1cc(C#N)c2cc(Br)ccc21 | -3.0%
CC1=C(C(=O)NCc2ccco2)C2(CCC(C)CC2)OC1=O (stereo not given) | 6.1%
O=c1c2ccccc2c(/C=N/c2ncn[nH]2)c(O)n1Cc1ccccc1 | -3.5%
CCOC(=O)CN1C(=O)C(O)(CC(=O)c2cccc(OC)c2)c2ccccc21 (stereo not given) | 0.5%
O=P(O)(O)O[C@@H]1O[C@H](CO)[C@@H](O)[C@H](O)[C@@H]1O | -0.9%[5.75 µM]
CCSc1nnc(-c2ccccc2NC(C)=O)c(=O)[nH]1 | -4.3%
Cc1ccccc1N(CC(=O)Nc1ccccc1C(=O)O)S(C)(=O)=O | 8.9%
O=C(CSc1nc(O)cc(=O)n1-c1ccccc1)N1CCCCC1 | -0.1%
COc1ccccc1C(=O)Nc1cccc(N(C)S(C)(=O)=O)c1 | -5.2%
Cc1occc1C(=O)Nc1cccc(Cn2cccn2)c1 | -2.9%
Cc1cc2c(c(=O)n1C)C(Cc1ccccc1)C(C#N)=C(N)O2 (stereo not given) | 2.1%

An excerpt of these results, as tab-separated lines.
Compound	AmpC inh det
O=C(CSc1nc(O)cc(=O)n1-c1ccccc1)N1CCCCC1	-0.1%
O=c1c2ccccc2c(/C=N/c2ncn[nH]2)c(O)n1Cc1ccccc1	-3.5%
O=C(C1CCC1)N1CCC(c2nc3c(nnn3Cc3c(F)cccc3Cl)c(=O)[nH]2)CC1	6.5%

Other records follow.
SMILES | AmpC inh det
CC(C)c1nc(SCc2c(F)cccc2Cl)c2c(=O)n(C)c(=O)n(C)c2n1 | 10.8%
COc1cc2cc(CN(Cc3nnnn3C3CCCC3)C3CCCC3)c(=O)[nH]c2cc1OC | 21.8%
Cc1nc2cnc(N3CCN(C)CC3)nc2n(CCC#N)c1=O | -0.7%
COc1ccccc1N1CCN(CCCCNC(=O)c2ccc(-c3ccc(C(C)=O)cc3)cc2)CC1 | -1.1%
COCCN1Cc2cccc(C(=O)Nc3ccc(S(=O)(=O)N4CCCCCC4)cc3)c2C1=O | -3.4%
COC(=O)c1ccc(C)c(NS(=O)(=O)c2ccc3c(c2)OCCO3)c1 | -0.4%
COC(=O)C1=CNC=C(C(=O)OC)C1c1ccccc1Cl | 0.0%
CN(CCC#N)CC(=O)Nc1ccc(NC(=O)CN(C)CCC#N)cc1 | -3.5%
Cn1c(SCC(=O)NCc2ccco2)nnc1-c1ccc(S(=O)(=O)N2CCOCC2)cc1 | 10.8%
CCOC(=O)N1CCC(c2cc(=O)n3[nH]c(C)c(-c4ccc(F)cc4)c3n2)CC1 | 6.1%
COc1cc2c(cc1OC)C(c1ccc3c(c1)OCO3)C1=C(CC(C)(C)CC1=O)N2 (stereo not given) | -4.5%
Cc1ccc(-c2nnc(SCC(=O)Nc3nc4c(s3)CCCC4)n2C)cc1 | 0.3%
Cc1cc(C)c2c(N=CN(C)C)c(C(=O)N3CCN(c4ncccn4)CC3)sc2n1 | -1.2%
O=S(=O)(N1CCOCC1)N1CCCN(S(=O)(=O)N2CCOCC2)CC1 | -1.0%
Cc1ccc(CCNC(=O)C2CCC(=O)N2C2CCCC2)cc1 (stereo not given) | -1.0%

2 entries from above, with each value named:
Molecule: Cc1cc2oc3c(c(=O)c2cc1C)C(c1ccc(F)cc1)N(CCCN1CCOCC1)C3=O (stereo not given)
  AmpC inh det: 7.2%
Molecule: CCOc1ccccc1NC(=O)CCCc1nc2ccccc2c(=O)[nH]1
  AmpC inh det: 15.2%
